# Source: PubChem
# OX1R antag-1 = blocks the human orexin 1 receptor. CHO/OX1R cells, Fluo-8 calcium fluorescence, orexin A. inhibition, % at 5 µM. O43613. AID 434989. hit rate 0.43% among 330,000;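 active means inhibition above its plate's threshold, mean inhibition of all tested compounds on the plate plus 3 SD, cut at about 37% in these data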;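 further: 0% = orexin A challenge wells and 100% = SB-334867-A antagonist wells; not every result past the cut was called active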
# Target sequence (O43613 whole entry, looked up): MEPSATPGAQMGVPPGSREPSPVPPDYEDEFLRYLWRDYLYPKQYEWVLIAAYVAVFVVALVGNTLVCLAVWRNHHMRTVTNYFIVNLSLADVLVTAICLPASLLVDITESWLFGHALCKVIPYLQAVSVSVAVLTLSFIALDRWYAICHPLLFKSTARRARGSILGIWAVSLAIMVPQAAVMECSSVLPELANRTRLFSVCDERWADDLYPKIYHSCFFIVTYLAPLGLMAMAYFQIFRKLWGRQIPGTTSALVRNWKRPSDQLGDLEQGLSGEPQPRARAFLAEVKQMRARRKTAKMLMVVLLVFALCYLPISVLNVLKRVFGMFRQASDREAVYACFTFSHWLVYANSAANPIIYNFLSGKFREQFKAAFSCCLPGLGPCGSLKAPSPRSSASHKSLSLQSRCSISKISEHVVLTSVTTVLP
# OX1R antag-2 = OX1R (human) antagonism | O43613 | hit rate 1.8% among 330,000 | inhibition, % at 6.6 µM | OX1R-expressing cells, FRET antagonist read-out | AID 485270; in the data active means inhibition mostly above about 38%, no sharp cut-off; inactive means mostly below about 40%;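 further: 0% = agonist challenge alone and 100% = reference antagonist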
# STK33 inh = human STK33 kinase inhibition; hit rate 0.073% among 320,000; purified STK33, MBP phosphorylation, ADP-Glo luminescence; AID 2661; inhibition, % at 10 µM; Q9BYT3;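 active means inhibition at or above 25%, using the most active replicate where run in duplicate; inactive means inhibition below 25%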
# Target sequence (Q9BYT3 whole entry, looked up): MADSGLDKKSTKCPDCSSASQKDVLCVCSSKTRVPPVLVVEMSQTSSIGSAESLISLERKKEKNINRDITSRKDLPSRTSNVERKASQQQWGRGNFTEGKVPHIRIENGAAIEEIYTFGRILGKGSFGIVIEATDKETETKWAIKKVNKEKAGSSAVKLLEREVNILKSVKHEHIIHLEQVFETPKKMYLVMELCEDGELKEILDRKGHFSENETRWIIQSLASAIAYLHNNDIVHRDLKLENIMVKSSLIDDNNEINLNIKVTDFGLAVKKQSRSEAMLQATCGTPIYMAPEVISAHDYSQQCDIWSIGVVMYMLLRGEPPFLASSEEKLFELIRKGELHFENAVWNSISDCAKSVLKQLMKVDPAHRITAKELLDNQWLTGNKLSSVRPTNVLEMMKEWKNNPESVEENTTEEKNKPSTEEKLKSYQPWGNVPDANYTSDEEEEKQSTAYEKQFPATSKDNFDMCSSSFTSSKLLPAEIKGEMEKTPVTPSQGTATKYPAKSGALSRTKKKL
# Active calls of the source: *.
OX1R antag-1	SMILES	OX1R antag-2	STK33 inh
-6	Cc1ccc(CNC(=O)Cn2nnc(C(=O)Nc3ccc(Br)cc3)c2N)cc1	2	-0.1
1	NC(=O)C(c1ccccc1)c1ncc(C(F)(F)F)cc1Cl (configuration not stated)	4	-0.6
-14	COC(=O)c1ccccc1Nc1ccccc1	13	-0.3
-11	O=C(c1cccc(-n2cnnn2)c1)N1CC=C(c2ccccc2)CC1	8	0.9
-18	COc1ccc(NC(=O)CN2C(=O)COc3ccc(S(=O)(=O)N4CCCCCC4)cc32)cc1	15	2.8
-18	CCc1ccc(-c2cc3c(=O)n(CC(=O)NCCCN4CCN(CC)CC4)nc(C)n3n2)cc1	4	-0.1
-15	CCN(CC)C(=O)c1[nH]cnc1C(=O)N[C@@H](C)C(=O)OCc1ccccc1	26	-0.7
-43	CCOC(=O)c1c(C)[nH]c(N=Nc2ccccc2)c1C	23	0.1
-4	CCC(C)[C@H](NC(=O)C1CCN(C(=O)[C@H](Cc2ccccc2)NC(=O)OC(C)(C)C)CC1)C(=O)O (some centres not stated)	-7	-0.9
-39	COc1ccc(NC(=O)c2cccc(N3C(=O)C4CCC(C)CC4C3=O)c2)c(OC)c1 (configuration not stated)	22	0.5
-27	CCn1c(=O)cc(OCC(=O)Nc2nc(C)cs2)c2ccccc21	21	-0.2
-28	O=[N+]([O-])c1cccc(NC(=S)N2CCN(S(=O)(=O)c3ccccc3)CC2)c1	17	-0.8
-10	O=C(CN1C(=O)NC2(CCCC2)C1=O)Nc1ccc(F)cc1	7	-1.3
-4	CCN(CC)c1ccc(N=Cc2cc(Br)ccc2O)cc1	28	1.4
-30	Cc1ccccc1-c1nn(-c2ccc(F)cc2F)cc1CNCCCN(C)C	14	0.1
-13	Nn1c(SCC(=O)Nc2ccc(S(=O)(=O)N3CCCC3)cc2)nnc1C(F)(F)F	19	-3.0
-20	Cc1ccc2nc(Nc3ccccc3)c(C=O)c(=O)n2c1	-8	-1.0
-7	CC(/C=C/c1ccc(C)o1)=C\C(=O)O	17	-1.8
9	c1ccc(-n2cnc3ccccc32)nc1	0	-1.5
5	CCn1cc(CN2CCC(n3nccc3NC(=O)c3cccc(F)c3)CC2)cn1	19	-0.5
-10	COc1ccccc1NC(=O)c1ccc(-c2ccccc2F)o1	35	0.1
-16	COc1ccc(C)cc1NC(=O)C1CCN(C(=O)c2ccc(C(C)(C)C)cc2)CC1	3	-1.2
-15	CCCc1nnc(NC(=O)CCC(=O)N2CCN(S(=O)(=O)c3ccc(F)cc3)CC2)s1	20	0.4
-3	CCOc1ccc(S(=O)(=O)N2CCN(C(=O)c3ccncc3)CC2)cc1	14	-1.0
-21	Cc1ccc(C(=O)OCC(=O)Nc2ccccc2)cc1NC(=O)c1ccco1	9	-2.4
-11	COc1cc(SC)ccc1C(=O)N1CCN(c2ccc(O)cc2)CC1	7	1.6
-14	CCOC(=O)C1CCN(C(=O)COC(=O)C23CC4CC(CC(C4)C2)C3)CC1	-4	-2.5
-9	Cc1nn(CC(=O)N/N=C/c2cccs2)c(C)c1[N+](=O)[O-]	13	-0.8
-25	COc1ccc(CNC(=O)COC(=O)c2n[nH]c3ccccc23)cc1OC	19	-0.6
-11	CCOc1ccc(NS(=O)(=O)c2ccc(C(=O)NCc3cccnc3)cc2)cc1	8	-1.9
-3	CC(=O)N1CCN(c2nnnn2-c2ccccc2)CC1	16	-0.3
27	O=C(CCCOc1ccc(Br)cc1)Nc1ccc(S(=O)(=O)N2CCOCC2)cc1	14	-1.7
-24	CN(C)CCn1c2c(c(SCC(=O)Nc3cccc(C(F)(F)F)c3)nc1=O)CCCC2	17	0.4
-11	Cc1ccc(NC(=O)CN(C)C(=O)CCOc2cccc(C)c2)cc1	9	-0.9
-4	COc1cc(-c2noc(C3CCCN(S(=O)(=O)c4cccc(Cl)c4)C3)n2)cc(OC)c1OC (configuration not stated)	21	-0.8
-4	N#CCCN(C(=O)COC(=O)Cc1c[nH]c2ccccc12)c1ccccc1	6	-0.6
-6	CCOC(=O)[C@@H]1[C@H]2COc3cc(OC)ccc3[C@H]2N2C(=O)N(c3ccc(OC)cc3)C(=O)[C@]12C	3	-1.5
-10	CCN1CCN(C(=O)c2ccc(COc3ccc(Cl)cc3)o2)CC1	17	-0.3
-12	CCCn1nc(C(=O)NNC(=O)CCCOc2ccc(OC)cc2)c2ccccc2c1=O	7	0.6
-13	CCCCC(=O)NCc1ccc2c(c1)cc(C)n2C	15	0.2
-21	Cc1ccc(S(=O)(=O)Nn2c(C)ccc2C)cc1	10	1.0
-1	Cc1ccc(C(=O)N/C(=C/c2ccccc2)C(=O)NCc2ccncc2)cc1	6	-0.7
-23	Cc1csc(SCc2c(C(=O)O)oc3ccccc23)n1	17	-1.2
12	Cc1cc(Nc2ccccc2Br)n2nc(C)nc2n1	6	-0.4
-16	O=[N+]([O-])c1cc([N+](=O)[O-])c(N2CCOCC2)cc1NCc1ccccc1	43	0.6
-10	O=C(NCCc1cccs1)C12CN(Cc3ccccc3)CC1C(c1cccc([N+](=O)[O-])c1)=NO2 (configuration not stated)	13	1.4
13	Cc1nnc(NC(=O)CSc2nnc(-c3ccccc3)n2C)s1	23	-0.1
-18	CC(=O)N1CCN=C1SCc1ccc(Br)cc1	9	1.7
-26	C/C(=N/NC(=O)CCCOc1ccc(Cl)cc1Cl)c1ccc(C)o1	6	-1.1
-4	Cn1nc(C(=O)OCC(=O)Nc2ccc(C(N)=O)cc2)c2ccccc2c1=O	7	-1.0

# 3 entries already listed, ordered by SMILES length, descending.
OX1R antag-1	SMILES	OX1R antag-2	STK33 inh
-10	O=C(NCCc1cccs1)C12CN(Cc3ccccc3)CC1C(c1cccc([N+](=O)[O-])c1)=NO2 (configuration not stated)	13	1.4
-12	CCCn1nc(C(=O)NNC(=O)CCCOc2ccc(OC)cc2)c2ccccc2c1=O	7	0.6
-10	CCN1CCN(C(=O)c2ccc(COc3ccc(Cl)cc3)o2)CC1	17	-0.3

# Reformatted with values ahead of the structure: seven of the compounds above
OX1R antag-1	OX1R antag-2	STK33 inh	SMILES
-11	9	-0.9	Cc1ccc(NC(=O)CN(C)C(=O)CCOc2cccc(C)c2)cc1
-4	21	-0.8	COc1cc(-c2noc(C3CCCN(S(=O)(=O)c4cccc(Cl)c4)C3)n2)cc(OC)c1OC (configuration not stated)
-4	6	-0.6	N#CCCN(C(=O)COC(=O)Cc1c[nH]c2ccccc12)c1ccccc1
-6	3	-1.5	CCOC(=O)[C@@H]1[C@H]2COc3cc(OC)ccc3[C@H]2N2C(=O)N(c3ccc(OC)cc3)C(=O)[C@]12C
-10	17	-0.3	CCN1CCN(C(=O)c2ccc(COc3ccc(Cl)cc3)o2)CC1
-12	7	0.6	CCCn1nc(C(=O)NNC(=O)CCCOc2ccc(OC)cc2)c2ccccc2c1=O
-13	15	0.2	CCCCC(=O)NCc1ccc2c(c1)cc(C)n2C

# (next part)
OX1R antag-1	SMILES	OX1R antag-2	STK33 inh
-9	Cc1oc(-c2ccccc2F)nc1CSCC(=O)NC1CCCC1	24	0.4
-7	Cc1ccccc1CNCc1cccnc1	5	-1.1
-22	CCOc1ccccc1Nc1nc(-c2sc(NC(=O)c3ccccc3)nc2C)cs1	16	-1.1
-12	COc1ccc(CCC(=O)N2CCN(S(=O)(=O)c3cccc(C(F)(F)F)c3)CC2)cc1OC	5	-0.9
-21	COc1ccccc1NS(=O)(=O)c1cc(C(=O)NCC(c2ccc(F)cc2)N2CCOCC2)ccc1C (configuration not stated)	17	-0.2
-14	CCOc1ccc(NC(=O)C2CCC(C)(C(=O)O)C2(C)C)cc1 (configuration not stated)	-3	-1.1
-17	Cc1[nH]c(=O)c(Cc2ccccc2)c(O)c1C#N	4	-0.8
-10	CCC(=O)Nc1cccc(C2=NOC3(C2)C[C@@H](C(N)=O)N(C(=O)C2(C)CC2)C3)c1 (some centres not stated)	13	-0.6
-3	O=C(NCC1CCCO1)c1csc(Nc2cccc3ccccc23)n1 (configuration not stated)	9	-0.6
-10	O=C(Nc1cccc(C(F)(F)F)c1)c1c(O)c2ccccc2[nH]c1=O	0	8.4
-2	Cc1ccc(-c2nn(-c3ccccc3)cc2C2CC(c3cccs3)=NN2C(=O)CCC(=O)O)cc1 (configuration not stated)	22	-0.7
-23	CN(CC1CCCN(CCc2cccc(C(F)(F)F)c2)C1)C(=O)c1ccco1 (configuration not stated)	7	-1.3
-31	CCOc1ccc(NC(=S)N(CCc2c(C)[nH]c3ccc(C)cc23)Cc2ccco2)cc1	14	-0.8
-25	O=C(COc1ccc(Cl)cc1Cl)N(C1CCCCC1)C1CCS(=O)(=O)C1 (configuration not stated)	-2	-1.3
0	N#Cc1c(NC(=O)CSc2ncn[nH]2)sc2c1CCCC2	8	4.6
-3	Cn1cccc1Cc1nnc(SCC(=O)Nc2cccc(F)c2)n1-c1ccc(F)cc1	24	-1.3
-14	O=S1(=O)C=C(SCc2ccc(F)cc2)Nc2ccccc21	19	0.2
-8	O=C(CN1CCN(c2ccccn2)CC1)Nc1nc2ccccc2s1	12	1.8
-2	O=C(O)Cc1cc2c(s1)CCCCC2	15	-0.8
-12	Cc1cc(C(=O)O/N=C(\N)c2ccncc2)ccc1[N+](=O)[O-]	25	0.7
-20	COc1ccccc1NC(=O)Cc1nnc(SCC(=O)Nc2ccccc2F)n1C	13	-0.8
-7	CCCC1CC(=O)OC1(C)C(=O)CSc1n[nH]c(-c2ccccc2)n1 (configuration not stated)	11	-1.2
-20	Cc1ccnc(NC(=O)CCC(=O)N(CC(=O)NCCc2ccccc2)Cc2cccs2)c1	22	-0.1
-19	O=C(/C=C/c1ccco1)N1CCN(S(=O)(=O)c2cccc([N+](=O)[O-])c2)CC1	15	-0.7
-3	CNC(=S)NCCc1cc2c(OC)ccc(OC)c2[nH]c1=O	15	1.1
-7	O=C(C/C=N/OCc1ccccc1F)c1cnc(-c2ccc(Cl)cc2)s1	5	-0.6
-8	Nc1c(Cl)cc(C2=NCCn3c2c2ccccc2[n+]3[O-])cc1Cl	4	-0.3
-32	O=c1[nH]c2ccc(Cl)cc2c(-c2ccccc2)c1N1CCN(CCO)CC1	-1	-0.5
-24	O=C(Cn1cnc2c(nnn2-c2ccccc2)c1=O)N1CCCc2ccccc21	5	1.3
-25	O=C(NCCS(=O)(=O)NCCc1ccccc1)c1ccccc1	12	-0.2
-16	Cc1nn(CC(=O)Nc2cc(S(=O)(=O)N(C)C)ccc2Cl)c(C)c1[N+](=O)[O-]	2	0.3
-2	COCCCNC(=O)C1CCN(c2ncccn2)CC1	7	-1.3
-21	Clc1ccc2nc3ccccn3c2c1	23	12
-24	COc1ccc(-c2nc(C#N)c(NCc3ccc(C)cc3)o2)cc1OC	12	0.8
0	O=C(CSc1nnc(-c2ccccc2O)n1Cc1ccccc1)NNC(=O)c1ccccc1O	57	1.0
-10	CC(O)[C@H]1CNC(=O)C(=O)N1CCC12CC3CC(CC(C3)C1)C2 (some centres not stated)	35	-0.1
31	Cc1c(C(=O)Nc2ccc3c(c2)OCCO3)oc2ccc(Br)cc12	82*	0.7
-27	COc1ccc(NC(=O)C2CCN(C(=O)c3cccs3)CC2)c(OC)c1	12	-2.5
-20	COC(=O)c1cccc(COC(=O)c2ccccc2NC(=O)c2ccco2)c1	13	-0.5
-12	COc1ccc([C@H]2CC(=O)C=C(c3cc(C)ccc3OC)C2)cc1	-1	-1.2
-28	CCOc1ccccc1NC(=O)c1cc(CC(C)C)oc1C	18	-2.6
-19	CCC(Sc1ncnc2c1c(-c1ccccc1)cn2-c1ccc(OC)cc1)C(=O)OC (configuration not stated)	19	-3.6
-10	Cc1ccc(C)n1-c1sc2c(c1C#N)CCCC2	10	-0.7
-19	CCCCCCc1c(C)[nH]c2nc3ccccc3n2c1=O	0	-0.1
-17	CC(=O)c1c(C)[nH]c(C(=O)N2CC(C)CC(C)C2)c1C (configuration not stated)	-6	-0.5
-15	COc1ccc2nc(N3CCCC(C(=O)NCCCN4C(C)CCCC4C)C3)sc2c1 (configuration not stated)	12	0.0
1	Cc1cccc(SCc2noc(C(=O)NC(C)C)c2C(=O)O)c1	11	-1.2
-5	O=c1[nH]c(=O)n(-c2cc(Br)c(O)c(Br)c2)cc1Br	4	-0.5
-19	O=c1ccc2cc(S(=O)(=O)N3CCN(c4ccccc4)CC3)ccc2o1	16	-1.0
-6	CC1Nc2nc(N(C)C)[nH]c(=O)c2NC1C (configuration not stated)	26	0.5

# More records.
OX1R antag-1	SMILES	OX1R antag-2	STK33 inh
4	Cc1cccc(-c2nnc3sc(-c4ccccc4C)nn23)c1	13	-0.1
4	O=S(=O)(c1ccc(=S)[nH]c1)N1CCCC1	12	0.4
-13	COC(=O)c1ccc(Nc2nc(C)cc(C)n2)cc1	15	-1.0
-3	CCN(CC)C(C(=O)NC1CCCCC1)c1ccc(C)cc1 (configuration not stated)	22	-0.9
-14	C/C(=N\OC(=O)c1ccc(F)cc1)c1sc(-c2ccccc2)nc1C	7	-1.9
0	Cc1cc(C(=O)COC(=O)/C=C/c2cccc(F)c2)c(C)n1C	33	-2.2
-28	O=C(Cn1ncc2c3ccccc3n(Cc3ccccc3)c2c1=O)NCCCN1CCCC1=O	11	0.1
-16	CCCCOc1ccc(N(CC(=O)NCCOC)C(=O)CCC(=O)Nc2ccccn2)cc1	7	-1.5
4	O=C(O)c1cccc(CSc2nnc(-c3ccco3)o2)c1	10	-1.8
-27	Cc1nnc(NC(=O)c2sc3ccccc3c2Cl)s1	36	-1.1
0	COc1cc(NC(=O)c2cc(-c3ccccc3Cl)on2)cc(OC)c1OC	23	0.3
-5	CN1CCN(C(=O)c2ccc(-n3cccc3)cc2)CC1	-11	-0.6
-4	CCc1ccc(NC(=O)C(C)OC(=O)c2cc(=O)[nH]c3ccc(S(=O)(=O)Nc4ccc(F)cc4)cc23)cc1 (configuration not stated)	6	0.5
